Screening results deposited in PubChem by several laboratories.
DNMT1 inh – human DNMT1 methyltransferase inhibitors, primary screen, biochemical, molecular beacon, fluorescence, HinP1I cleavage, uHTS; DNA (cytosine-5)-methyltransferase 1 (Homo sapiens), P26358; inhibition (reported as % activation of signal), % at 10 µM; actives 0.83% (n = 360,000); AID 588458, 2011; in the data active means inhibition above about 50%
Target sequence (P26358 504-1616 limits assumed): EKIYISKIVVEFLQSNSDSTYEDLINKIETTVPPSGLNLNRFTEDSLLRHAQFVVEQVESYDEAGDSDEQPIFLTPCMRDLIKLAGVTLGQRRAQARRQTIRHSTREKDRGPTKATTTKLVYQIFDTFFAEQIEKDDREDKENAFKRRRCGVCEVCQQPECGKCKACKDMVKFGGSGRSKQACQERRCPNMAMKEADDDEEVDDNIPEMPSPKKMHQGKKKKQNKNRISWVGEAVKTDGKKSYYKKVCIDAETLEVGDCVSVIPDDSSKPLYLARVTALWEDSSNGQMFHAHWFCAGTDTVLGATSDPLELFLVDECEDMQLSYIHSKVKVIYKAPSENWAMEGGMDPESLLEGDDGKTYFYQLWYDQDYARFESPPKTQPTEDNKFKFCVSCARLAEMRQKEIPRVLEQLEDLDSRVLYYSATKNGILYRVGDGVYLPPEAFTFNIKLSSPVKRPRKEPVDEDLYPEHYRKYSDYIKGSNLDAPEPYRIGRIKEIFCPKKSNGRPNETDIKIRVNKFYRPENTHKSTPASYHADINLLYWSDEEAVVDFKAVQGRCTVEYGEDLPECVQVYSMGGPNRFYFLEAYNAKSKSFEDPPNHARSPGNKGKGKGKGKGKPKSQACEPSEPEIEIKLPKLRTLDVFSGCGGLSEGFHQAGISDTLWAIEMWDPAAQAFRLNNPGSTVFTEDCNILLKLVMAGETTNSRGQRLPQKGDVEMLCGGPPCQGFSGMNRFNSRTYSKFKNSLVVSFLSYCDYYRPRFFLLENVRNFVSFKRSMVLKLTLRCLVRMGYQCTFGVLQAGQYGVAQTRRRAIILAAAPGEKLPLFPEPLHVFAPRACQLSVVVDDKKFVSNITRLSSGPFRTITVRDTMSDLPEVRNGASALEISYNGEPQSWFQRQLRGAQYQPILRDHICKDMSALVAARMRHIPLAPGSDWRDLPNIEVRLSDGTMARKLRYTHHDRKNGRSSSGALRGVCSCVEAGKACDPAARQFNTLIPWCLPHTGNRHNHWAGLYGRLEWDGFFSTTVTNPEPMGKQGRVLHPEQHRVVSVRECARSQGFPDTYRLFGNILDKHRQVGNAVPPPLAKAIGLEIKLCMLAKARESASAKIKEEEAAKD
MsrA act – bovine MsrA enzyme activators, primary screen, biochemical, absorbance, HTS; Methionine sulfoxide reductase A (Bos taurus); purified bovine MsrA, absorbance read-out; activation, % at 10.6 µM; actives 0.3% (n = 360,000); AID 602163, 2012; in the data active means activation above about 7.5%;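 further: 0% = vehicle and 100% = reference activator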
E coli Lon inh – inhibitors of E. coli Lon protease, primary screen, biochemical, fluorescence polarization. P0A9M0. purified E. coli Lon protease. inhibition, % at 7.94 µM. actives 0.42% (n = 360,000). AID 602123, 2011; in the data active means inhibition above about 13%, passing the limit was not always enough;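 further: 0% = enzyme with probe and DMSO and 100% = no enzyme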
STEP block – STEP phosphatase inhibitors, primary screen, biochemical, fluorescence intensity, uHTS; recombinant STEP, OMFP fluorogenic substrate; AID 588621, 2011; actives 0.25% (n = 360,000); inhibition, % at 20 µM; Tyrosine-protein phosphatase non-receptor type 5 (Homo sapiens), P54829;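 active means inhibition at 20 µM, scaled per plate between control wells, above about 37%, limit read from the data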;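 further: 0% = DMSO with enzyme and substrate and 100% = substrate only without enzyme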
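medium = Bis-Tris buffer pH 6.0, 2.5 mM DTT, 0.005% Tween 20 | test system = STEP (striatal-enriched tyrosine phosphatase) enzyme, cell-free | measure = normalized % inhibition | compound dosing = 20 µM, 1% DMSO | also added = 25 µM OMFP | schedule = reaction 20 min, ambient temperature | measured by = fluorescence read at 480 nm ex / 540 nm em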
TbMetRS inhib – T. brucei MetRS inhibitors, primary screen, biochemical, luminescence; methionyl-tRNA synthetase (Trypanosoma brucei brucei); purified T. brucei MetRS, ATP depletion, Kinase-Glo luminescence; inhibition, % at 11.9 µM; actives 0.4% (n = 360,000);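 active means inhibition above a per-plate cutoff of the control wells' mean inhibition plus 3 SD, cut at about 5.5% in these data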;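 further: 0% = DMSO wells median and 100% = median of wells with control inhibitor compound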
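Material – parasite MetRS enzyme · Medium – HEPES-MgCl2-KCl buffer plus DTT, spermine, BSA, pyrophosphatase · Reagent – ATP, methionine and E. coli bulk tRNA substrates · Times – 15 min enzyme-compound preincubation, 2 h reaction, 10 min detection, 25 °C · Measured by – luminescence of leftover ATP · Evaluation – percent inhibition relative to median high and low control wells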
NRP1-CendR mod – modulators of CendR peptide binding to NRP-1, primary screen, biochemical, fluorescence polarization, uHTS | AID 602438, 2012 | inhibition, % at 25 µM | actives 0.85% (n = 360,000) | Neuropilin-1 (Homo sapiens), O14786 | FAM-RPARPAR peptide binding to NRP-1;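 active means inhibition or corrected inhibition above about 18%, plus a signal ratio from 0.5 to 1.5, limit read from the data, passing the limit was not always enough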; further: strong numbers were not always called active
Scp1 inh – Scp-1 phosphatase inhibitors, primary screen, biochemical, colorimetric, uHTS | Recombinant Scp1, phosphopeptide, malachite green phosphate absorbance | inhibition, % at 20 µM | actives 0.88% (n = 340,000);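 active means inhibition above about 50% at 20 µM, limit read from the data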;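 further: plate controls were DMSO wells with enzyme for no effect and wells lacking enzyme for full effect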
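Assay system: SCP-1 catalytic fragment, aa 76-261 | Buffer or medium: Tris acetate buffer pH 5.5 with MgCl2 and Tween-20 | Compound: One concentration, 20 µM, with 1.0% DMSO | Also added: Phospho 17-mer peptide substrate | Signal: Absorbance at 630 nm | Incubation: 45 min enzyme reaction at room temperature | Measure: % inhibition of SCP-1 phosphate liberation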
MsrA inhibitor – bovine MsrA enzyme inhibitors, primary screen, biochemical, absorbance, HTS; Methionine sulfoxide reductase A (Bos taurus); purified bovine MsrA, absorbance read-out; inhibition, % at 15.5 µM; actives 0.75% (n = 360,000); in the data active means inhibition above about 4.5%;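 further: 0% = vehicle wells with enzyme and 100% = reference inhibitor wells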
SUMO1 PPI mod – modulators of SUMO1 protein-protein interactions, primary screen, biochemical, uHTS. Small ubiquitin-related modifier 1 (Homo sapiens), P63165. actives 0.33% (n = 360,000). inhibition, % at 20 µM. SUMO1 binding to a labelled peptide, TR-FRET, 1 h; in the data active means inhibition above about 37%
LMPTP block – LMPTP phosphatase inhibitors, primary screen, biochemical, fluorescence intensity, uHTS. Low molecular weight phosphotyrosine protein phosphatase (Homo sapiens), P24666. actives 0.22% (n = 360,000). inhibition, % at 20 µM. recombinant LMPTP-A, OMFP fluorogenic substrate;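 active means compounds that cut the enzyme signal by at least half of the control window in the single-dose screen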;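 further: plate controls were DMSO wells with enzyme plus substrate for no effect and substrate without enzyme for full effect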
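Assay system: LMPTP-A enzyme. Input: 0.625 nM LMPTP-A final. Probe or stimulus: 400 µM OMFP. Compound dosing: single 20 µM dose. Schedule: 50 min dark incubation at room temperature. Detection: fluorescence intensity of OMFP turnover product. Read-out: percent inhibition versus substrate-only and uninhibited controls. Benchmarks: no-enzyme low control, uninhibited high control.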
* hit, by the source's call; . = no result given; & = joins results of further samples. Hits appear at their usual frequency (roughly 4.3% active in at least one column).

SMILES	DNMT1 inh	MsrA act	E coli Lon inh	STEP block	TbMetRS inhib	NRP1-CendR mod	Scp1 inh	MsrA inhibitor	SUMO1 PPI mod	LMPTP block
CCN(CC)c1ccc(NC(=O)COc2ccc(-n3cnnn3)cc2)cc1	-6	-4	-8	2	-0.2	14	-1	0.1	-2	1.5
CCOC(=O)N1CCC2(CC1)C(C#N)=C(N)OC1=C2C(=O)CC(C)(C)C1	4	-12	-3	-7	-1.6	0	-1	0.0	6	0.6
O=S(=O)(NCCCN1CCOCC1)c1ccc(Cl)cc1	1	-4	-3	-3	0.3	-10	-4	-1.5	3	-4.4
CCOC(=O)C1=C(CS(=O)(=O)c2ccccc2)NC(=O)NC1c1ccccc1OCC (centres undefined)	2	-1	5	-1	-0.5	-16	-3	0.8	2	-1.3
Nc1c(C(=O)NCc2ccco2)nnn1Cc1ccccc1	-2	-7	-11	3	0.4	1	-6	0.9	-4	-1.2
CCc1ccc(NC(=O)N(CCOC)C2CCN(C(C)=O)CC2)cc1	-1	-6	-10	0	-0.8	0	-11	0.6	2	-0.8
COc1ccc(NC(=O)CSc2nnc(CNC(=O)c3ccco3)n2-c2ccccc2OC)cc1	-5	-3	-4	0	-1.2	5	1	0.1	-2	0.6
Cc1ccc(NC(=O)CN2CCN(Cc3ccccc3)CC2)cc1Cl	0	-1	-3	-1	-0.5	-2	-3	0.4	0	0.0
Brc1ccc(CSc2nccn2-c2ccccc2)cc1	1	-12	-3	-3	-2.0	2	7	0.2	8	1.4
Cc1ccc(CNC(=O)C(OC(=O)c2cccs2)C(C)C)cc1 (centres undefined)	2	-4	28*	0	-0.8	-6	-5	-0.8	-2	-0.4
COC1=C(N)C(=O)c2nc(C)ccc2C1=O	78*	-1	-4	2	-0.3	31*	34	0.9	0	2.6
CCCc1c(O)nc(SC2CC(=O)N(c3ccc(C)c(Cl)c3)C2=O)[nH]c1=O (centres undefined)	0	1	2	0	0.3	10	-14	0.2	-1	0.0
CCOC(=O)C1=C(c2ccccc2)N=c2s/c(=C\c3ccc(O)cc3)c(=O)n2C1c1cccs1 (centres undefined)	-21	-3	-132	0	-0.2	-128	-8	1.4	-2	2.1
O=C(CN1CCCC(O)C1)N1c2ccccc2Sc2ccc(C(F)(F)F)cc21 (centres undefined)	-2	-4	3	-1	-0.1	11	-8	0.1	28	-1.9
Cc1ccccc1N1CCN(Cc2c[nH]c3ccccc23)CC1	-1	-1	1	-1	0.2	4	-8	-0.7	-3	-1.1
CN1CCN(c2ccc(NC(=O)c3ccc(C(F)(F)F)cc3)cn2)CC1	1	-7	-2	0	-1.5	0	-3	1.4	3	-0.9
COc1ccc(NC(=O)C(c2ccc(C#N)cc2)n2c(=O)c(-c3ccco3)nc3ccccc32)cc1 (centres undefined)	.	.	.	.	-0.3	-17	.	0.0	-8	1.7
Cc1cc2nc(-c3ccc(Cl)cc3)c(CC3CCCCC3)n2c(C)c1Br	.	-1	-5	.	-0.3	-14	.	-0.8	3	1.7
CC(=O)Nc1ccc(S(=O)(=O)N[C@@H](C)C(=O)NC2CCCc3ccccc32)cc1 (some centres undefined)	-2	0	-8	0	0.3	-2	-5	-1.5	1	-1.9
FC(F)(F)c1cccc(NC(=S)N2CCCCCC2)c1	2	-3	4	0	0.0	-4	-8	1.3	3	-0.7

Given bar-delimited: entries from further up.
Structure | DNMT1 inh | MsrA act | E coli Lon inh | STEP block | TbMetRS inhib | NRP1-CendR mod | Scp1 inh | MsrA inhibitor | SUMO1 PPI mod | LMPTP block
COC1=C(N)C(=O)c2nc(C)ccc2C1=O | 78* | -1 | -4 | 2 | -0.3 | 31* | 34 | 0.9 | 0 | 2.6
CCCc1c(O)nc(SC2CC(=O)N(c3ccc(C)c(Cl)c3)C2=O)[nH]c1=O (centres undefined) | 0 | 1 | 2 | 0 | 0.3 | 10 | -14 | 0.2 | -1 | 0.0

Continuation.
SMILES	DNMT1 inh	MsrA act	E coli Lon inh	STEP block	TbMetRS inhib	NRP1-CendR mod	Scp1 inh	MsrA inhibitor	SUMO1 PPI mod	LMPTP block
CN(C)C(=O)c1ccc(=O)n(Cc2ccc(Cl)cc2Cl)c1	-6	-4	11	-1	-0.7	-6	-15	0.2	-3	-0.1
O=C(CCc1ccc(S(=O)(=O)NCc2ccccc2)cc1)NCc1ccco1	-9	0	1	0	0.0	-1	-14	-0.3	1	-0.9
O=C(Nc1cccc(-n2cccn2)c1)C1CCCN(Cc2cccc(F)c2F)C1 (centres undefined)	0	0	15	0	-0.4	-19	-2	-0.1	0	-0.6
O=C(Cc1ccccc1[N+](=O)[O-])NCc1ccc(Cl)cc1	5	-2	-5	-3	0.4	0	-3	0.0	-4	-1.3
Cc1ccc(-c2nc(C3CCCN(S(=O)(=O)c4ccc(C)cc4)C3)no2)cc1 (centres undefined)	-8	1	2	3	-0.5	6	-25	-0.1	6	4.1
COc1ccc(CN=C(NS(=O)(=O)c2cccs2)SC)cc1	5	0	-3	2	-0.3	1	-11	-0.8	0	0.2
CC(C)NC(=O)CN1C(=O)c2ccccc2S1(=O)=O	8	-8	2	-1	-0.7	1	-1	-0.8	-1	0.2
Cc1cccc(C(=O)OC(C)C(=O)NC2CCCc3ccccc32)c1O (centres undefined)	23	-8	-3	0	-0.6	3	-1	0.5	-3	0.1
CC1CCCC(C)N1CCCNC(=O)C1CCCN(S(=O)(=O)N2CCCCC2)C1 (centres undefined)	0	-8	-19	-6	-0.5	-4	.	0.9	1	-1.4
COc1cccc(/C=C/c2ccncc2)c1OC	-1	-2	-3	-4	-1.4	11	-1	0.4	-7	-1.6
COc1ccc(-n2nc3c(N4CCC(C(=O)NCCc5ccco5)CC4)nnc(C)c3c2C)cc1	-2	-1	-25	0	-0.3	-16	-1	-0.3	12	32
CC(C)CNc1oc(-c2ccccc2Cl)nc1C#N	-2	-9	-1	-2	-1.6	26*	-2	1.7	1	-0.7
COc1cc(OC)cc(-c2oc(=O)c3cc(OC)c(OC)cc3c2C(F)(F)F)c1	2	-3	3	1	-0.3	4	0	0.9	2	-0.2
CCN1CCN(C(=O)c2cc(S(=O)(=O)N3CCCCC3)ccc2Cl)CC1	-1	-2	-1	0	0.1	11	-8	0.9	-3	-1.1
COc1cccc(N2CC(C(=O)OC(C)C(=O)c3ccccc3)CC2=O)c1 (centres undefined)	1	-1	12	2	-0.1	-2	-2	0.1	-4	-1.0
CCOC(=O)C(=O)c1c(-c2ccccc2)nc2ccccn12	8	-4	0	-4	0.3	6	16	-0.1	-1	0.8
C1CCc2nnc(C3CC3)n2CC1	4	-4	-9	-2	-0.8	10	4	-0.3	1	-1.3
CCn1cc(CN2CCC(n3nccc3NC(=O)c3ccc(OC)cc3)CC2)cn1	0	-12	6	-2	-0.7	-5	1	-0.7	4	1.4
C/C(=N\NC(=O)COc1ccccc1)c1ccc(O)cc1	0	-2	3	1	0.0	0	0	1.8	3	-0.2
O=S(=O)(Nc1ccc2c3c(cccc13)CC2)c1ccccc1	-9	2	13	-3	-0.3	10	.	1.1	-6	0.4
CCC(=O)N/N=C(\C)CC(=O)Nc1cccc([N+](=O)[O-])c1	3	-3	-2	-1	0.9	11	4	-0.8	-1	-2.1
COc1ccc(OC)c(S(=O)(=O)N2CCCCC2C(=O)N2CCN(c3ccccn3)CC2)c1 (centres undefined)	-5	-2	6	2	0.1	1	-5	0.5	3	-1.7
C/C(N)=C(/C#N)C(=O)CSc1nc(C2CCCCC2)n(-c2ccccc2)n1	-3&-7	-2&1	-5&5	0&-24	-0.3&-1.2	11&-1	-12&-11	0.8&0.0	0&3	-1.1&-0.5
CCOC(=O)/C(=N\Nc1ccccc1Cl)N(C)C1CCCCC1	-2	-2	1	-2	0.1	14	-3	0.2	-2	0.8
O=C(c1ccccc1)c1cccn1CC(=O)N1CCN(c2ccccc2)CC1	-1	1	0	-4	0.0	14	-5	0.6	3	-0.3
COc1ccc(F)cc1S(=O)(=O)NCC1CCCO1 (centres undefined)	3	-1	3	3	0.1	9	-10	0.8	9	-0.2
CN(CCOc1ccccc1)C(=O)c1ccc2c(c1)OCO2	-4	2	-9	0	-0.6	-3	-6	0.2	5	-1.0
CCOC(=O)Cn1nc(C)c(NC(=O)COc2ccccc2)c1C	1	8.0*	-4	1	-0.1	-4	-5	-0.7	2	-0.4
CC1(C)Cc2c(ccc3ccccc23)C2=C(C(=O)N3CCCC3)C(=O)C(=O)N21	-1	-5	12	2	0.5	4	-5	2.6	-1	4.2
CC1CCN(C(=O)COC(=O)c2cc(=O)[nH]c3ccccc23)CC1	8	-3	-3	-3	-0.1	8	3	0.5	-35	0.0
Cc1cc(=O)n2nc(N3CCCC(C(=O)Nc4cccc(C)c4C)C3)sc2n1 (centres undefined)	-3	-1	-3	0	-0.2	-12	.	-0.7	4	-2.3
CCCCCSc1nc2c(c(=O)[nH]c(=O)n2C)n1C(C)C	3	-3	-5	3	-0.2	-1	-4	-0.7	4	-0.2
COc1cc(-c2cc(=O)c3ccc(O)cc3o2)cc(OC)c1OC	2	-1	5	1	-0.6	4	.	3.2	4	1.7
COc1ccc(C(C(=O)NC2CCCC2)N(C(=O)c2snc(C(N)=O)c2N)c2ccccc2OC)cc1OC (centres undefined)	-5	0	-5	0	-0.3	32*	-10	2.7	-10	-0.4
CCOC(=O)N1CCN(C(=O)c2cc(COc3ccc(OC)cc3Cl)on2)CC1	-2	-2	2	0	-0.2	25*	-7	0.0	0	-0.2
O=[N+]([O-])c1ccc2[nH]ncc2c1	8	-9	-7	-1	-0.6	-4	6	0.9	-12	0.0
Cc1cc(C)c2nc(N(CCN(C)C)C(=O)c3ccc4ccccc4c3)sc2c1	1	-1	20*	1	-0.1	16	6	1.8	-3	1.6
Cc1ccc(CNC(=O)C2CC(=O)OC23CCCC3)c(C)c1 (centres undefined)	25	-14	5	3	-1.2	3	19	0.8	2	1.0
